MRP resist rev = MRP-mediated drug resistance reversal; H69AR cells + 2 uM doxorubicin, CellTiter-Glo, 72 h; differential viability (reversal), % at 10 µM; hit rate 0.04% among 85,000; AID 602;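 active means viability drop by adding the cancer drug above about 55%, with treated viability meeting a 40% cutoff, limit read from the data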;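 further: viability without doxorubicin minus viability with 2 µM doxorubicin for each compound; larger differential means the compound sensitizes cells more to doxorubicin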
Bcl-B displacement = displacers of TR3 peptide from Bcl-B, primary screen, selectivity assay for Bfl-1 inhibitor project, biochemical, fluorescence polarization. FP displacement of FITC-TR3 peptide from Bcl-B; higher % means a stronger effect. one-dose displacement, % at 20 µM; IC50 in µM for titrated hits. hit rate 0.11% among 96,000;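 active means displacement above 50% at 20 µM plus a fluorescence interference ratio under 1.5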;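 further: plate controls were wells without compound for no effect and wells lacking Bcl-B protein for full effect; a part of the inactive calls stands beside numbers as strong as those of hits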
IL1B NFkB inh = blocks IL-1B driven NFkB nuclear translocation in HUVEC cells; HUVEC IL-1B NFkB p65 nuclear translocation imaging; inhibition, % at 2 µM; hit rate 0.43% among 94,000;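 active means inhibition above about 30% together with a positive call from visual inspection of the well image, limit read from the data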;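 further: nuclear over cytoplasmic p65 intensity ratio measured by imaging; 0% = IL-1B stimulated DMSO wells and 100% = unstimulated DMSO wells; values of inactives mirror those of a sister screen read the other way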
PLAP inhibitors HTS = inhibition of human placental alkaline phosphatase – biochemical, luminescence, HTS (AID 690). hit rate 0.08% among 96,000. purified PLAP, luminescent substrate; higher % means a stronger effect. inhibition, % at 20 µM, or IC50 in µM where a hit was titrated; in the data active means a potency from the dose series; inactive means the rest, 99 in 100 with inhibition below about 30%; further: strong numbers were not always called active
IL1B NFkB pot = enhances IL-1B driven NFkB nuclear translocation; HUVEC IL-1B NFkB p65 nuclear translocation imaging; activation, % at 2 µM; hit rate 0.3% among 94,000;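 active means activation above 40%, about the mean plus 3 SD, also judged a hit on visual image review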;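 further: percent activation is computed from the nuclear over cytoplasmic p65 intensity ratio; values of inactives mirror those of a sister screen read the other way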
MRP resist rev cytotoxicity = recorded beside MRP resist rev, whose call it bears; viability, %; H69AR cells, CellTiter-Glo, 72 h; measured here: cytotoxicity without doxorubicin
MRP resist rev with doxorubicin = recorded beside MRP resist rev, whose call it bears; viability, %; measured here: viability with 2 uM doxorubicin; stronger effect = lower value
IL1B NFkB inh cell count 2 µM = second read-out of IL1B NFkB inh, no call of its own (marks repeat the call); cell count; measured here: cells passing quality filter;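 raw number of nuclei counted in each imaged well without normalization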
IL1B NFkB pot cell count 2 µM = also measured in IL1B NFkB pot; calls as there; cell count; measured here: cells passing quality filter
Active calls of the source: *; x = not tested or not shown. The list is partial; rates above refer to the full screens.

Second line of a record: MRP resist rev	MRP resist rev cytotoxicity	MRP resist rev with doxorubicin	Bcl-B displacement	IL1B NFkB inh	IL1B NFkB inh cell count 2 µM	PLAP inhibitors HTS	IL1B NFkB pot	IL1B NFkB pot cell count 2 µM
1	O=C(Nc1ccc(OCC(=O)N2CCN(S(=O)(=O)c3ccccc3)CC2)cc1)c1ccco1
→ 8	101	93	8%	-18	142	-42%	18	142
2	COc1ccc2oc(-c3ccc(C)c(NC(=O)c4ccc(N5CCOCC5)c([N+](=O)[O-])c4)c3)nc2c1
→ x	x	x	0%	-8	116	8%	-4	136
3	O=C1c2ccccc2-c2nnc(-c3ccccc3)cc21
→ x	x	x	1%	-10	167	17%	10	167
4	COc1ccc(NC(=O)COC(=O)C23CCC(=O)N2c2ccccc2S3)cc1 (configuration not stated)
→ x	x	x	4%	-2	134	-14%	2	134
5	Cn1c(SCc2nc3ccccc3c(=O)[nH]2)nnc1-c1ccco1
→ 16	94	79	-5%	9	107	9%	-9	107
6	CCCn1c(=O)[nH]c2ccccc21
→ -5	96	101	8%	-10	180	-3%	10	180
7	Cc1ccccc1NC(=O)Cn1nc(C(F)(F)F)cc1C1CC1
→ x	x	x	1%	-11	141	-17%	11	141
8	COCC(C)n1c(C)cc(C(=O)COc2ccc(S(=O)(=O)N3CCOCC3)cc2Cl)c1C (configuration not stated)
→ -21	78	99	-14%	x	x	-95%	x	x
9	CCCn1cnc2cc(NCc3cccc(OC)c3)ccc21
→ -4	80	84	0%	-4	174	11%	4	174
10	COc1ccc(OC)c(-c2c[n+](=O)c3c(n2[O-])CCCC3)c1
→ 22	106	84	-4%	-10	131	14%	10	131
11	O=C(CSc1nc2c(sc3ccccc32)c(=O)n1CCO)NCc1ccco1
→ x	x	x	-6%	7	151	20%	-7	151
12	CCC(C)(C)n1nnnc1C(c1ccc(OC)c(OC)c1)N1CCN(c2ccc(F)cc2)CC1 (configuration not stated)
→ 28	65	37	x	4	174	x	-4	174
13	CCCOC(=O)CCn1c(=S)oc2ccccc21
→ 23	98	76	-4%	-16	119	2%	16	119
14	COc1cc(Br)cc2cc(C(=O)OC3CCN(C)CC3)c(=O)oc12
→ -18	36	53	x	4	128	x	-4	128
15	CCCCCCCCCS(=O)(=O)N/N=C/c1cccc([N+](=O)[O-])c1
→ 21	90	68	0%	-6	60	-85%	6	60

Second line of a record: MRP resist rev	MRP resist rev cytotoxicity	MRP resist rev with doxorubicin	Bcl-B displacement	IL1B NFkB inh	IL1B NFkB inh cell count 2 µM	PLAP inhibitors HTS	IL1B NFkB pot	IL1B NFkB pot cell count 2 µM
16	CCOC(=O)NCN1C(=O)C2C3C=CC(C3)C2C1=O (configuration not stated)
→ 13	104	91	-4%	-23	64	-18%	23	64
17	CCOC(=O)CSC1=Nc2ccccc2C2=NC(CC(=O)NCc3ccc4c(c3)OCO4)C(=O)N12 (configuration not stated)
→ 3	100	97	0%	7	110	-24%	-7	110
18	CCOC(=O)C1C2C=CC3(CN(c4ccccc4CC)C(=O)C13)O2 (configuration not stated)
→ -8	84	91	x	-10	132	x	11	132
19	CSc1nc2ccccc2cc1/C=C(\C#N)c1cccc(C)c1
→ x	x	x	-7%	-9	186	22%	9	186
20	Cc1cccc(S(=O)(=O)c2c(N)n(/N=C/c3ccco3)c3nc4ccccc4nc23)c1
→ 8	82	74	-78%	4	73	-58%	-4	73
21	CCOC(=O)C1=C(N)N2C(=O)CSC2=C(C(=O)OC)C1
→ -17	96	114	5%	-21	99	-77%	21	99
22	Cc1cc(C)cc(NC(=S)NCC2CCCO2)c1 (configuration not stated)
→ 16	93	77	0%	-6	155	2%	7	155
23	CNC(=S)N1N=C(c2ccc(C)cc2)CC1c1ccc(OC)cc1 (configuration not stated)
→ x	x	x	10%	9	181	-23%	-9	181
24	Cc1ccc(/C=C/c2nnc(-c3ccc(C)cc3)o2)cc1
→ x	x	x	1%	x	x	-12%	x	x
25	Cc1cc(C(=O)N2CCN(c3ccccn3)CC2)c(C)o1
→ 1	92	91	5%	x	x	-14%	x	x
26	COCC(=O)Nc1cc(OC)cc(OC)c1
→ 17	106	89	2%	-16	88	13%	16	88
27	O=C(CCNS(=O)(=O)c1cccc2nsnc12)NCCc1ccccc1
→ 19	101	81	-7%	x	x	3%	x	x
28	CC(SC1CCCC1)C(=O)NC(C)(C#N)C(C)C (configuration not stated)
→ 6	87	81	2%	4	103	-2%	-3	103
29	c1nc(N2CCNCC2)c2sc3nc(N4CCOCC4)c4c(c3c2n1)CCC4
→ -3	8	11	17%	x	x	-72%	x	x
30	CCOC(=O)c1cc2sc(C)cc2n1CC(=O)NCc1ccc(F)cc1
→ -21	30	51	1%	8	128	-5%	-8	128

Second line of a record: MRP resist rev	MRP resist rev cytotoxicity	MRP resist rev with doxorubicin	Bcl-B displacement	IL1B NFkB inh	IL1B NFkB inh cell count 2 µM	PLAP inhibitors HTS	IL1B NFkB pot	IL1B NFkB pot cell count 2 µM
31	Cc1c(NC(=O)CSc2nnnn2Cc2ccccc2)c(=O)n(-c2ccccc2)n1C
→ 4	93	89	-10%	-23	151	-4%	23	151
32	CCOC(=O)c1ccccc1NC(=O)COc1cc(=O)n(CC)c2ccccc12
→ -8	87	94	10%	3	104	-48%	-3	104
33	COc1ccc(C(=O)Nn2c(SCC(=O)NC3CCCC3)nc3ccccc3c2=O)cc1
→ 7	100	93	4%	-11	158	7%	11	158
34	O=C(CN1CCN(c2ccccn2)CC1)Nc1cccc(C(F)(F)F)c1
→ -7	83	90	-3%	x	x	-12%	x	x
35	CC(C)OC(=O)CSc1nnc(-c2ccccn2)n1-c1ccccc1
→ 8	88	79	-1%	-5	140	-24%	5	140
36	O=C(COc1ccc(F)cc1)N(CC1=CCS(=O)(=O)C1)c1ccccc1
→ -1	87	88	-9%	2	136	3%	-2	136
37	O=C(c1cccs1)N1CCN=C1SCc1ccccc1
→ -5	88	93	1%	2	89	19%	-2	89
38	CC(C)(C)CC(C)(C)NCC(O)COc1c(F)cc(Br)cc1F (configuration not stated)
→ -22	10	32	-5%	-12	186	-33%	12	186
39	CCOC(=O)/C=C1\NC2(CCCCC2)Cc2cc(OC)c(OC)cc21
→ 9	80	72	x	-8	121	x	8	121
40	O=C(Nc1c(-c2ccccc2)nc2c(Br)cc(Br)cn12)c1ccco1
→ -17	29	47	8%	-1	98	6%	1	98
41	CCOC(=O)/C=C1\SCC(=O)N1CC(O)CN1C(=O)CS/C1=C\C(=O)OCC
→ x	x	x	-10%	-12	157	-1%	12	157
42	COc1ccc(-n2c(SCC(=O)Nc3nccs3)nnc2-c2ccccc2)cc1
→ x	x	x	10%	-14	143	-20%	14	143
43	COC(=O)COc1ccc(Oc2cc(C)nc(SC)n2)nn1
→ 6	88	82	0%	0	177	23%	0	177
44	O=C(NC1CCN(C(=O)Nc2ccccc2)CC1)C1CCCCC1
→ -7	73	80	5%	-1	205	17%	1	205
45	Cc1cc(C)n2c(SCCC(C)C)nnc2n1
→ 14	96	83	4%	x	x	11%	x	x

Second line of a record: MRP resist rev	MRP resist rev cytotoxicity	MRP resist rev with doxorubicin	Bcl-B displacement	IL1B NFkB inh	IL1B NFkB inh cell count 2 µM	PLAP inhibitors HTS	IL1B NFkB pot	IL1B NFkB pot cell count 2 µM
46	CSc1nc2ccc(S(=O)(=O)Nc3c(C)n(C)n(-c4ccccc4)c3=O)cc2s1
→ 21	126	105	-12%	8	167	-21%	-8	167
47	NC(N)=N/N=C/c1ccc(OCc2ccc(Cl)cc2Cl)cc1
→ x	x	x	-6%	7	201	4%	-7	201
48	NS(=O)(=O)c1ccc(CCNC2CC(=O)N(CCc3ccccc3)C2=O)cc1 (configuration not stated)
→ 7	89	82	-2%	-9	137	10%	9	137
49	O=C(/C=C/NNC(=O)c1cccc(Br)c1)c1cccc(Br)c1
→ -15	78	93	-14%	-8	136	-55%	-11	41
50	Cc1ccc(N=Cc2ccc(N(C)C)cc2)cc1
→ 7	101	95	2%	6	160	7%	-6	160
51	COc1cc(C(=O)N2CCN(C(=O)Cc3ccccc3)CC2)cc(OC)c1OC
→ -7	80	87	15%	0	94	-24%	0	94
52	CCCNc1nc(-c2ccccc2)c(C(=O)OCC)cc1C#N
→ x	x	x	0%	-9	155	7%	9	155
53	COC(=O)C(C(=O)OC)N1C(=O)CCC1=O
→ -2	92	94	-6%	-20	133	18%	20	133
54	Cn1nnc(NC(=O)COc2ccc(C3CCCCC3)cc2)n1
→ 13	104	91	-14%	-5	127	-18%	5	127
55	COc1c(C)cccc1C(=O)Nc1cc(Cl)ccc1N1CCOCC1
→ -3	83	86	-1%	1	142	5%	-1	142
56	CCNC(=O)NC(=O)C(C)OC(=O)c1cc(S(=O)(=O)N2CCCCCC2)ccc1OC (configuration not stated)
→ 7	84	78	1%	3	82	-35%	-3	82
57	COCCn1nnnc1CN(CCc1ccc(OC)c(OC)c1)Cc1cc2ccc(C)cc2[nH]c1=O
→ 8	68	59	17%	-5	178	-40%	5	178
58	CS(=O)(=O)N(CC(N)=O)c1ccc(F)c(Cl)c1
→ -8	97	106	1%	-28	152	4%	28	152
59	Nc1nnnn1/N=C/c1cccc(OCc2ccccc2Cl)c1
→ 2	72	71	x	-27	141	x	27	141
60	Cc1ccccc1NCCNc1ccccc1C
→ 8	86	79	-10%	-21	205	19%	21	205

Second line of a record: MRP resist rev	MRP resist rev cytotoxicity	MRP resist rev with doxorubicin	Bcl-B displacement	IL1B NFkB inh	IL1B NFkB inh cell count 2 µM	PLAP inhibitors HTS	IL1B NFkB pot	IL1B NFkB pot cell count 2 µM
61	Cc1cc(=O)oc(C)c1C(=O)NCCCN1CCN(c2ccc(F)cc2)CC1
→ x	x	x	-10%	-5	197	-22%	5	197
62	CC(=O)N1CCN(CC(=O)Nc2c(Cl)cccc2Cl)CC1
→ 2	93	90	3%	-2	160	-5%	2	160
63	C(=C\c1ccccc1)/CN1CCN(Cc2ccc3c(c2)OCCO3)CC1
→ x	x	x	-10%	-2	164	-78%	1	164
64	CCCCC(=O)Nc1ccc2c(c1)OCCO2
→ -1	88	89	2%	0	148	-4%	0	148
65	Cc1ccn2cc(CCNC(=O)c3ccc(Br)o3)nc2c1
→ 2	96	94	1%	-6	68	4%	6	68
66	Cc1cc(NC(=O)Cn2nc(C(F)(F)F)c3c2CCC3)n(-c2ccccc2)n1
→ 19	106	88	6%	-8	130	-6%	8	130
67	CCC(c1nnc(SCCNCCO)n1CCN1CCOCC1)N(C)C (configuration not stated)
→ -9	103	111	2%	-8	174	-2%	8	174
68	O=[N+]([O-])c1ccc(NCCCNS(=O)(=O)c2ccc(Cl)cc2)c(Cl)c1
→ x	x	x	3%	-30	81	27%	30	81
69	O=S(=O)(c1ccc2c(c1)OCCO2)N1CCC(O)(c2ccc(Cl)cc2)CC1
→ -12	73	85	-9%	-20	154	12%	20	154
70	Cc1cccc(NC(=O)CN2CCN(CC(=O)Nc3cccc(C)c3)CC2)c1
→ -10	42	52	-14%	10	171	-17%	-10	171

Three compounds from above, arranged by their value in IL1B NFkB pot cell count 2 µM, descending.
| no. | compound | Bcl-B displacement | PLAP inhibitors HTS | IL1B NFkB pot | IL1B NFkB pot cell count 2 µM |
| --- | --- | --- | --- | --- | --- |
| 61 | Cc1cc(=O)oc(C)c1C(=O)NCCCN1CCN(c2ccc(F)cc2)CC1 | -10% | -22% | 5 | 197 |
| 62 | CC(=O)N1CCN(CC(=O)Nc2c(Cl)cccc2Cl)CC1 | 3% | -5% | 2 | 160 |
| 66 | Cc1cc(NC(=O)Cn2nc(C(F)(F)F)c3c2CCC3)n(-c2ccccc2)n1 | 6% | -6% | 8 | 130 |

Bioassay records as filed in PubChem.
